HSF1 inhib: HSF1 inhibition | NIH3T3-HGL HSE-luciferase, MG132-induced, luminescence 8 h; hits give low values | activity change, negative = inhibition, % at 7.5 µM (by protocol) | 300,000 tested, 0.77% active;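 active = more than half of replicate wells show activity change below -50%, luminescence cut by over half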;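 also: luciferase reports HSF-1 transcriptional activity via heat shock element; 0% = median of DMSO wells and -100% = zero luminescence signal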
HIF activator: HIF pathway transcriptional activation. U2OS HRE-luciferase reporter, luminescence; normalized: DMSO 0%, desferrioxamine 100%. activation, % at 7.5 µM (by protocol). 300,000 tested, 0.32% active;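 active = mean activation of at least 10% of the iron chelator positive control signal, with at least half of replicates also reaching 10%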
HSP90 refold inh: HSP90 refolding inhibition in rabbit reticulocyte lysate; luciferase refolding luminescence, 3 h; inhibition, % at 5.6 µM; 290,000 tested, 0.91% active; AID 1789;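 active = inhibition above the screen-wide mean plus 3 SD, computed separately per campaign, cut at about 16% in these data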;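 also: 0% = DMSO wells and 100% = 60 µM geldanamycin wells; inhibitors lower the luminescence because luciferase stays unfolded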
GSK3beta inhib: inhibitors of human GSK3beta kinase | P49841 | 300,000 tested, 0.038% active | activity score (negative = inhibition), % at 10 µM | GST-GSK3beta kinase, ADP-Glo luminescence, 60 min; hits give low values;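 active = more than half of replicate wells score below -50%, meaning over 50% inhibition versus plate controls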;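 also: 0% = median DMSO wells and -100% = median GW8510 positive control wells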
Target sequence (P49841 whole entry, looked up): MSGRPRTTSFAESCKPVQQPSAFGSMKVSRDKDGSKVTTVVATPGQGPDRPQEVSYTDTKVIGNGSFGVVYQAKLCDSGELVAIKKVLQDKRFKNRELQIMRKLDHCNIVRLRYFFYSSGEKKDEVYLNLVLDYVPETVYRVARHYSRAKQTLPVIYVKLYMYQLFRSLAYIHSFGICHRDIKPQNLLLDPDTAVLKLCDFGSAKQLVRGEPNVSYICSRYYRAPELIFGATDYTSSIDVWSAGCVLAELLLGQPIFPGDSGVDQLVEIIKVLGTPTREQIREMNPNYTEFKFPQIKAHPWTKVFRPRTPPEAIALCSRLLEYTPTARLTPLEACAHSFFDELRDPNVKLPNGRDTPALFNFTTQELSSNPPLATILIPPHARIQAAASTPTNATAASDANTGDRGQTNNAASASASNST
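test system = GST-tagged human GSK3beta kinase, cell-free | reagent = 25 µM ATP with peptide substrate | dosing = one dose of 10 µM per compound | schedule = 60 min reaction, RT | detection = luminescent ADP-Glo measurement of ADP formed | control set = DMSO neutral wells and GW8510 at 20 µM as positive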
HSF1 activator: increases HSF-1 driven luciferase reporter signal. AID 504408. activation, % at 9 µM. NIH3T3-HGL HSF-1 luciferase reporter, MG132, 8 h; 100% = twice DMSO control signal. 300,000 tested, 1.7% active;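 active = mean replicate activation of at least 50% with a set share of replicates each reaching 50%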;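 also: 0% = median of the neutral control wells and 100% = twice that signal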
KLF5 inh: kruppel-like factor 5 inhibition. 290,000 tested, 0.23% active. DLD-1 KLF5 promoter-luciferase reporter, luminescence. AID 1700. inhibition, % at 5 µM;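 active = inhibition above a per-plate limit of that plate's mean compound inhibition plus 3 SD, cut at about 60% in these data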;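 also: 0% = DMSO wells and 100% = LY294002 at 200 µM; higher means less KLF5 promoter-driven luciferase light; inactives centre near -14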
aSyn UTR inh: MLPCN primary screen, SNCA 5' untranslated region | alpha-synuclein 5'UTR reporter, inhibitor activity | inhibition, % (tested at 7.5 µM) | 300,000 tested, 0.82% active | AID 1813; in the data active = inhibition above about 60%;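 also: H4 neuroglioblastoma cells stably carrying SNCA 5'UTR luciferase fusion; 0% = DMSO wells and 100% = positive control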
AI-2 QS modul: Vibrio harveyi AI-2 quorum sensing modulation; AID 2094; Vibrio harveyi JMH597 AI-2 luminescence/OD600 ratio, 9 h; hits give low values; strain lacks LuxN and CqsS sensors; 0 = neutral-control median; 300,000 tested, 0.4% active; activity change, % at 7.5 µM; in the data active = activity change below about -75%, passing the limit was not always enough;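 also: luminescence divided by OD600 gain over 9 h not by final OD600 alone; inactives centre near 13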
IEC-6 tox: counter-screen for KLF5 inhibitors: cytotoxicity in IEC-6 cells | inhibition, % at 5 µM | IEC-6 cytotoxicity, luminescence viability | 290,000 tested, 0.78% active | AID 1825; in the data active = inhibition above about 22%;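 also: 0% = plate median of test compound wells and 100% = cytotoxic reference compound wells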
GSK3A inh: human GSK-3 alpha kinase inhibition; ADP-Glo luminescence, 60 min; inhibition, % at 10 µM; 320,000 tested, 0.1% active;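 in the data active = inhibition above about 50%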;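 also: GST-tagged GSK-3 alpha with peptide substrate and 25 µM ATP; 0% = DMSO neutral wells and 100% = GW8510 positive control wells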
* = called active by the depositor; x = no result given.

Results follow in this order: HSF1 inhib | HIF activator | HSP90 refold inh | GSK3beta inhib | HSF1 activator | KLF5 inh | aSyn UTR inh | AI-2 QS modul | IEC-6 tox | GSK3A inh
CCOC(=O)CCc1c(C)c2ccc3c(c2oc1=O)CN(CCCO)CO3
→ 0.5 | -1.5 | 10.6 | -2.5 | -4.8 | 12.7 | 9.3 | 5.2 | 2.5 | 6.5
O=C(Nc1ccnn1C1CCN(C2CCCC2)CC1)c1ccccc1Cl
→ -0.4 | -2.6 | 2.8 | x | 10.4 | -30.4 | 17.6 | 13.6 | 0.3 | -0.7
O=C(N/C(=C\c1ccc(Br)cc1)C(=O)N1CCOCC1)c1ccccc1Cl
→ 2.9 | -0.3 | -0.4 | -3.5 | 9.1 | 2.3 | 10.0 | 7.4 | -0.4 | -1.2
CCC(C)c1ccc(N(C(=O)c2ccco2)C(C(=O)NC2CCCC2)c2cccnc2)cc1 (stereo unspecified)
→ 7.8 | 0.4 | 1.0 | x | 30.8 | -35.9 | -115.0 | x | -4.4 | -0.4
CC(OC(=O)CCN1C(=O)C2CC=CCC2C1=O)C(=O)Nc1cccc(C#N)c1 (stereo unspecified)
→ -2.8 | 0.9 | x | 1.2 | -4.1 | x | 2.7 | 18.1 | x | -0.7
CC(=O)Nc1cc(S(=O)(=O)Nc2ccccc2)c(C)cc1C
→ 7.3 | -0.8 | 2.8 | 1.2 | -4.1 | -25.6 | -1.5 | 27.6 | 2.9 | -4.4
CCOc1ccc(N(C(=O)c2cnsn2)C(C(=O)NC2CCCCC2)c2ccncc2)cc1 (stereo unspecified)
→ 6.7 | -0.1 | 3.3 | -0.4 | 0.4 | 1.3 | -1.1 | 25.0 | -6.2 | 4.7
COc1ccc(OCC(=O)NNC(=S)NC(=O)C2CCCCC2)cc1
→ -14.4 | -0.4 | -1.9 | 0.2 | -31.0 | -8.1 | -7.1 | -14.4 | 1.4 | -1.9
Cc1ccc(N(C(=O)Cn2nnc(-c3ccc(F)cc3)n2)C(CC(C)C)C(=O)NCC2CCCO2)cc1 (stereo unspecified)
→ 1.4 | -0.6 | 1.9 | 1.9 | 3.9 | 12.2 | 28.4 | 19.3 | 7.2 | -0.6
CC(=O)Nc1cccc(Oc2nc(C(F)(F)F)nc3ccccc23)c1
→ 2.1 | 1.3 | -0.9 | 0.0 | -10.2 | -9.0 | 12.8 | 25.9 | 0.3 | -1.3
Cc1ccc(NC(=O)c2nc3nccc(C)n3n2)c(C)c1
→ 9.9 | 2.9 | -0.5 | 0.9 | 25.7 | -66.6 | -63.7 | 9.8 | -2.7 | 1.8
CNC[C@@H](Cc1ccccc1)NC[C@@H](CC1CCCCC1)NCCCc1ccccc1
→ 6.1 | -1.0 | 1.4 | -17.2 | 11.3 | -18.1 | 124.9* | 5.4 | 101.5* | 10.0
Cc1ccc(/C=C/C(=O)Nc2sc(C)c(C)c2C(=O)OC(C)C)o1
→ 9.5 | 0.3 | 4.1 | 3.2 | 17.1 | -5.5 | -2.6 | 43.1 | 9.0 | -1.4
Cc1cc(C(=O)NNC(=S)NCC2CCCO2)cs1 (stereo unspecified)
→ x | x | -0.6 | -0.8 | x | -28.1 | x | 25.5 | -2.0 | -3.5
O=C(N/N=C1\CCCCc2ccccc21)c1ccccn1
→ 13.6 | 2.8 | -1.2 | 4.1 | 26.0 | -70.2 | -91.8 | 5.5 | -1.8 | -0.6
COc1cccc2c(=O)n(CC(=O)N3CCc4ccccc43)ccc12
→ -8.0 | -0.1 | -2.4 | -1.6 | -23.5 | -30.2 | -5.8 | 104.1 | -1.6 | 1.2
CCOCCCNC(=O)c1cc2c(=O)n3cccc(C)c3nc2n1C
→ -13.3 | 0.0 | x | 1.3 | -32.0 | x | -13.4 | 8.8 | x | -0.7
O=C(N/N=C/c1ccc(F)cc1)c1cccc(NC(=O)c2ccccc2Cl)c1
→ 9.9 | -0.1 | 3.0 | -3.1 | 6.4 | -25.6 | -7.5 | 35.5 | -0.4 | -1.9
O=C(c1cccc(Cl)c1)N1CCCc2ccccc21
→ -11.2 | 0.0 | 1.8 | -1.5 | -11.9 | -9.1 | 33.7 | -10.0 | -0.1 | -1.4
CC1CCCC(C)N1C(=O)CSc1nc2ccccc2c(=O)[nH]1 (stereo unspecified)
→ 5.7 | -0.8 | 0.4 | 2.4 | 35.1 | -14.9 | 12.7 | 7.3 | 8.6 | -2.5
COc1ccccc1-c1c(C)oc2c(CN3CCN(CCO)CC3)c(O)ccc2c1=O
→ -2.5 | 0.0 | -0.2 | -23.7 | -8.0 | -32.9 | 3.6 | 35.5 | -0.1 | x
O=C(CSc1nc2ccccc2o1)N1c2ccccc2Sc2ccc(C(F)(F)F)cc21
→ 1.3 | 0.1 | -2.5 | -1.4 | -4.1 | -23.6 | 11.5 | 29.5 | 6.7 | -0.1
O=C(NCc1ccco1)C(c1ccc(F)cc1)N(C(=O)Cc1cccs1)c1cccnc1 (stereo unspecified)
→ 11.8 | 0.0 | -0.8 | -1.8 | 5.7 | -10.2 | -1.2 | 13.4 | -3.3 | 0.7
Cc1ccc(CNC(=O)C2CCC(CNc3c(N4CCC(C)CC4)c(=O)c3=O)CC2)cc1 (stereo unspecified)
→ 0.0 | -0.4 | 4.7 | 6.4 | 1.7 | 9.9 | 16.8 | 30.5 | 5.1 | -0.9
Cc1c[nH]c(=O)c([N+](=O)[O-])c1
→ -2.8 | -0.6 | -4.2 | 0.9 | -3.0 | -48.4 | -4.1 | 30.9 | -2.4 | 1.0
O=C(c1cc2c(=O)n3ccccc3nc2s1)N1CCN(Cc2ccc3c(c2)OCO3)CC1
→ -0.9 | -0.3 | -0.8 | -0.7 | 10.4 | -2.9 | -5.7 | 12.4 | 0.1 | 8.7
O=C(Cc1cccs1)Nc1nc2c(ccc3ccccc32)s1
→ 14.6 | 0.8 | 3.2 | -1.9 | 9.9 | -27.2 | -32.2 | -9.6 | 7.7 | 3.1

Single entries from above.
Under GSK3beta inhib, CC(=O)Nc1cc(S(=O)(=O)Nc2ccccc2)c(C)cc1C is listed with 1.2
Under HSF1 inhib, CCC(C)c1ccc(N(C(=O)c2ccco2)C(C(=O)NC2CCCC2)c2cccnc2)cc1 (stereo unspecified) is listed with 7.8
Under aSyn UTR inh, O=C(N/C(=C\c1ccc(Br)cc1)C(=O)N1CCOCC1)c1ccccc1Cl is listed with 10.0
Under IEC-6 tox, O=C(NCc1ccco1)C(c1ccc(F)cc1)N(C(=O)Cc1cccs1)c1cccnc1 (stereo unspecified) is listed with -3.3

Three entries from above, arranged by the number in AI-2 QS modul, lowest first:
| Molecule | AI-2 QS modul |
| --- | --- |
| Cc1cc(C(=O)NNC(=S)NCC2CCCO2)cs1 (stereo unspecified) | 25.5 |
| CC(=O)Nc1cc(S(=O)(=O)Nc2ccccc2)c(C)cc1C | 27.6 |
| O=C(CSc1nc2ccccc2o1)N1c2ccccc2Sc2ccc(C(F)(F)F)cc21 | 29.5 |

By substructure: those above with a furan ring, fused or not.
Results follow in this order: HSF1 inhib | HIF activator | HSP90 refold inh | GSK3beta inhib | HSF1 activator | KLF5 inh | aSyn UTR inh | AI-2 QS modul | IEC-6 tox | GSK3A inh
CCC(C)c1ccc(N(C(=O)c2ccco2)C(C(=O)NC2CCCC2)c2cccnc2)cc1 (stereo unspecified)
→ 7.8 | 0.4 | 1.0 | x | 30.8 | -35.9 | -115.0 | x | -4.4 | -0.4
Cc1ccc(/C=C/C(=O)Nc2sc(C)c(C)c2C(=O)OC(C)C)o1
→ 9.5 | 0.3 | 4.1 | 3.2 | 17.1 | -5.5 | -2.6 | 43.1 | 9.0 | -1.4
O=C(NCc1ccco1)C(c1ccc(F)cc1)N(C(=O)Cc1cccs1)c1cccnc1 (stereo unspecified)
→ 11.8 | 0.0 | -0.8 | -1.8 | 5.7 | -10.2 | -1.2 | 13.4 | -3.3 | 0.7

Source: PubChem BioAssay (several laboratories)
